T cell modulator – T cell immune modulation candidate; calls only at 7 µM; 2C CD8+ T cell-vesicle binding, flow cytometry; hits give low values; hit rate 0.068% among 330,000; AID 2052;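 active means response, share of CD8 T cells binding vesicles, and their 90th percentile fluorescence all below set limits, cut at about 80% in these data, passing the limit was not always enough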
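System: murine 2C transgenic CD8+ T lymphocytes; also added: QL9-loaded Drosophila micro-vesicles; times: binding 1.5 h at 37 °C; measured by: flow cytometry, PE anti-B7-1 (FL2) versus Alexa647 anti-CD8 (FL8), PFA-fixed; control set: Peptide-free naked vesicles (low) and QL9 vesicles with 0.7% DMSO vehicle (high)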
Lipid droplet – modulators of hepatic lipid droplet formation. AID 1656. inhibition, % at 6.5 µM. AML12 mouse hepatocytes, oleate lipid droplets, BODIPY imaging. hit rate 0.4% among 240,000;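 active means lipid droplet intensity inhibited by at least 50%, with more than 500 cells counted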
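Material: mouse AML12 hepatocyte cell line, fixed after treatment; Timing: compound with oleate, overnight; Technique: high-content imaging of BODIPY-stained droplets and DAPI nuclei; Probe or stimulus: oleate, 100 µM final; Dosing: compound at 6.5 µM only.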
Salmonella PhoP GFP – PhoP-dependent GFP reporter repression – Salmonella Typhimurium, primary screen (AID 1863); S. Typhimurium PhoP-regulated promoter GFP reporter, 4 h; higher % means a stronger effect; one-dose inhibition, % at 50 µM; IC50 in µM for titrated hits; hit rate 0.16% among 300,000;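 active means inhibition over 29.93%, a cutoff 3 SD above the screen mean, later confirmed by dose response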;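 further: 0% = low Mg2+ inducing control and 100% = high Mg2+ repressing control; strong numbers were not always called active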
Lipid droplet cells 6.5 µM – further read-out of Lipid droplet, marked with its call; cell count; measured here: cell count, cytotoxicity flag;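 cells counted across two imaged fields per well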
T cell modulator vesicle-bound % – second read-out of T cell modulator, no call of its own (marks repeat the call); double positive events, %; measured here: CD8+ vesicle-bound cell fraction;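 binding gate set so that unloaded-vesicle control wells show 10% double positive cells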
An asterisk follows results filed as active; i = inactive.

SMILES	T cell modulator	T cell modulator vesicle-bound %	Lipid droplet	Lipid droplet cells 6.5 µM	Salmonella PhoP GFP
CN(C)C(=O)/C(=C/c1ccc(-c2cccc([N+](=O)[O-])c2)o1)NC(=O)c1ccccc1	i	58	-5	864	6%
Cc1ccc2c(c1)c(N=Nc1ccc([N+](=O)[O-])cc1)c(O)n2C	i	11	1	860	0%
COc1ccc(-n2c(CN3CCN(C)CC3)nc3ccc([N+](=O)[O-])cc3c2=O)c(OC)c1	i	47	1	700	-1%
COc1ccccc1Cn1nc(C(=O)O)c2ccccc2c1=O	i	32	13	748	-6%
CCS(=O)(=O)N1CCN(C(=O)c2cccc3ccccc23)CC1	i	49	12	824	9%
COc1cccc(/C=C2\SC(=S)N(CCC(=O)NNC(=O)c3ccccc3OC)C2=O)c1	i	48	4	823	2%
CCOc1ccc(NC(=O)CN(C)C(=O)CSC(C)C(=O)Nc2cc(C)on2)cc1OCC (stereo not drawn)	i	63	0	832	-3%
COc1cc(C(=O)NCc2cc3ccccc3n2C)cc(OC)c1OC	i	60	16	813	0%
Cc1cc(C)nc(OC(C(=O)O)C(OCCC(C)C)(c2ccccc2)c2ccccc2)n1 (stereo not drawn)	i	20	0	809	2%
Cc1ccc(C(=O)CCC(=O)NCc2ccccc2)cc1	i	0	0	803	0%
Cc1nn(CCCC(=O)NC2CCC(C)CC2)c(=O)c2nn(-c3ccccc3)c(C)c12 (stereo not drawn)	i	40	-5	687	-1%
CC(C)CC(C)N1CCC(n2nccc2NC(=O)CCc2ccccc2)CC1 (stereo not drawn)	i	10	-1	762	-1%
Cc1cc(N2CCCC2)ccc1NC(=O)CN1C(=O)NC(C)(c2ccccc2)C1=O (stereo not drawn)	i	42	0	842	2%
CCCCCn1c(=O)[nH]c2cc(C(=O)NCCCN3CCCCC3C)ccc2c1=O (stereo not drawn)	i	38	4	811	1%
O=C(NS(=O)(=O)Nc1ccccn1)c1c[nH]c2ccccc12	i	30	2	705	9%
CCC(=O)N(CCc1ccccc1C)Cc1cc2ccc(C)cc2[nH]c1=O	i	48	-2	839	-4%
CCC(C)c1ccccc1N1CC(C(=O)Nc2cc(S(=O)(=O)N3CCOCC3)ccc2OC)CC1=O (stereo not drawn)	i	29	-24	717	1%
O=C(NCCCO)C(=O)Nc1cc2c3c(c1)CCN3C(=O)CC2	i	9	17	752	11%
Cc1n[nH]c(C)c1CCCCOc1ccccc1[N+](=O)[O-]	i	24	-1	852	0%
COc1cc(C(=O)N(C)CC2CCN(CCc3cccc(C(F)(F)F)c3)CC2)ccc1C	i	57	-6	803	-10%

Following part:
SMILES	T cell modulator	T cell modulator vesicle-bound %	Lipid droplet	Lipid droplet cells 6.5 µM	Salmonella PhoP GFP
COC(=O)c1ccc(COc2cccnc2[N+](=O)[O-])cc1	i	31	-17	729	20%
COCCC(=O)N1CCCC(C(=O)c2ccc(C(F)(F)F)cc2)C1 (stereo not drawn)	i	55	6	770	3%
Cc1ccc(NC(=O)Cn2cc(C(=O)C3CC3)c3ccccc32)cc1	i	30	46	830	-4%
Cc1ccccc1C1c2[nH]c3ccccc3c2C[C@H]2C(=O)N(c3ccccc3C(=O)NCCN3CCOCC3)C(=O)N12 (stereo partly drawn)	i	22	-14	801	-7%
CCc1c(O)nc(SCC(=O)Nc2ccccc2OC)n(-c2ccccc2C)c1=O	i	8	-43	730	3%
COc1ccc(NC(=O)CN(C)S(=O)(=O)c2ccc3c(c2)c(=O)n(C)c(=O)n3C)cc1	i	17	-1	680	-8%
COc1ccc(NC(=O)CS(=O)c2ccc(F)cc2)cc1 (stereo not drawn)	i	19	30	861	-3%
COc1ccc(CCNc2ncccc2C#N)cc1OC	i	20	-1	755	7%
CCc1ccc(NC(=O)NCc2cccnc2)cc1	i	7	-3	803	-6%
NS(=O)(=O)c1ccc(CNc2nc(-c3cccnc3)nc3ccccc23)cc1	i	52	-9	739	6%
Cc1cc(C)cc(NC(=O)Cn2nnc(C(=O)NCc3ccccc3Cl)c2N)c1	i	26	4	699	11%
CC(=O)Oc1ccccc1C(=O)Nc1ccccc1C(=O)N1CCCCC1	i	63	-1	852	10%
CCCNC(=O)NC(=O)CSc1nc2ccccc2c(=O)n1Cc1ccncc1	i	23	3	888	-2%
Cc1ccc(C(=O)N2CCCC(Nc3ccc(F)cc3)C2)cc1C (stereo not drawn)	i	37	-8	793	-6%
CC(C)c1ccc(NC(=O)COc2ccccc2)cc1	i	61	-1	767	-4%
CCOC(=O)N1CCC(NC(=O)CSCc2nc(-c3ccc(OC)cc3)oc2C)CC1	i	2	-2	724	-9%
Cc1c(Cl)cccc1NC(=S)N1CCCCCC1	i	6	1	805	-7%
CCS(=O)(=O)N1CCN=C1SC(C)c1ccccc1 (stereo not drawn)	i	10	6	724	-5%
COc1ccc(OCc2cc(C(=O)NCCN3CCCC(O)C3)no2)c(Cl)c1 (stereo not drawn)	i	70	-6	657	2%
Cc1c(C)n(Cc2ccccc2)c2ccc(C(=O)NCCCN3CCOCC3)cc12	i	60	-28	712	0%

Next section.
SMILES	T cell modulator	T cell modulator vesicle-bound %	Lipid droplet	Lipid droplet cells 6.5 µM	Salmonella PhoP GFP
CN(Cc1ccccc1)S(=O)(=O)c1nnc(NC(=O)c2ccccc2)s1	i	6	32	732	-10%
COc1ccc(S(=O)(=O)Nc2c(C)n(C)n(-c3ccccc3)c2=O)c(Cl)c1Cl	i	63	-3	795	0%
O=C1CN(C(=O)/C=C/c2cc(Br)ccc2F)CCN1	i	25	-8	753	5%
COc1ccc(N2CC(C(=O)Nc3nc4ccc(F)cc4s3)CC2=O)c(OC)c1 (stereo not drawn)	i	7	-14	765	5%
O=C(Cn1cc(C(=O)C2CC2)c2ccccc21)Nc1ccccc1Cl	i	27	20	766	7%
COc1ccc(CCNC(=O)C(=O)c2c(C)n(C)c3ccccc23)cc1OC	i	27	10	658	1%
Cc1c(CCC(=O)NCCC(=O)O)c(=O)oc2cc3occ(-c4ccccc4)c3cc12	i	61	4	866	-5%
FC(F)(F)c1cccc(Nc2nc(N3CCOCC3)nc(N3CCOCC3)n2)c1	i	57	-1	739	-2%
O=C(CN1C(=O)NC2(CCCC2)C1=O)Nc1cccc(Cl)c1	i	15	1	787	-4%
O=C(CCC(=O)N1CCN(Cc2ccccc2)CC1)Nc1nnc(C2CCCCC2)s1	i	25	1	703	-8%
Cc1ccc(OCc2nnc(SCC(=O)N3C(C)CCCC3C)o2)cc1 (stereo not drawn)	i	17	-20	769	-5%
N#CCc1ccc(NC(=O)c2cc(S(=O)(=O)N3CCOCC3)ccc2Cl)cc1	i	22	1	837	-8%
Cc1nc(SCC(=O)N2CCN(c3ccccc3)CC2)n[nH]1	i	18	-18	813	3%
C=CCOc1ccc(/C=C\c2nc(O)c([N+](=O)[O-])c(=O)[nH]2)cc1OC	i	34	4	859	9%
COc1cc(C2c3[nH]c4ccccc4c3C[C@@H]3C(=O)N(Cc4ccco4)CC(=O)N23)cc(OC)c1OC (stereo partly drawn)	i	44	21	851	0%
Cc1ccc(C(=O)COc2ccc3c(C)cc(=O)oc3c2)cc1	i	12	5	753	-4%
O=C(Nc1ccc(Oc2ccccc2)cc1)N[C@@H](Cc1ccccc1)C(=O)O	i	27	12	853	2%
O=C(CN(C(=O)c1csnn1)c1cccc2c1CCCC2)NCc1ccc(F)cc1	i	24	5	840	1%
Cc1csc(N/N=C/c2c(F)cccc2Cl)n1	i	38	-1	872	2%
O=C(Nc1ccc([N+](=O)[O-])cc1)Nn1cnnc1	i	19	2	755	-7%

Carrying on:
SMILES	T cell modulator	T cell modulator vesicle-bound %	Lipid droplet	Lipid droplet cells 6.5 µM	Salmonella PhoP GFP
CC(=O)c1cccc(NC(=O)CN2CCc3cc4c(cc3C2C)OCCCO4)c1 (stereo not drawn)	i	15	19	762	3%
OC(c1nc2ccccc2[nH]1)C(O)c1nc2ccccc2[nH]1 (stereo not drawn)	i	51	4	771	-3%
COC(=O)c1cc(S(=O)(=O)N2CCCC(C)C2)c[nH]1 (stereo not drawn)	i	20	13	786	-3%
Cc1nc(-c2ccccc2)sc1C(=O)Nc1ccc(S(N)(=O)=O)cc1	i	10	-1	828	7%
COC(C(=O)Nc1ccnn1C1CCN(Cc2cnn(C)c2)CC1)c1ccccc1 (stereo not drawn)	i	11	-19	669	-3%
COc1ccc(/C=C/c2nc3ccccc3c(=O)o2)cc1	i	13	-17	658	-12%
CCOc1ncccc1C(=O)NNC(=O)c1cccc(S(=O)(=O)Nc2ccc(OC)cc2)c1	i	11	-2	838	-2%
CCOc1ccc(NC(=O)CCc2nnc3ccc(N4CCC5(CC4)OCCO5)nn23)cc1	i	17	2	696	2%
O=C(Nc1ccc(NC(=O)c2ccccc2Br)cc1)c1ccccc1	i	53	4	811	-6%
CCN1CCCC1CNC(=O)c1cc([N+](=O)[O-])c(N(C)C)cc1OC (stereo not drawn)	i	49	-11	794	5%
COc1ccc(CCN(C)C(=O)c2cc(=O)c3ccccc3o2)cc1OC	i	32	1	861	-2%
COc1ccc(C(C[N+](=O)[O-])c2c(C)cc3ccccn23)c(OC)c1 (stereo not drawn)	i	7	-32	785	19%
Cc1c(N(C)C(=O)COc2ccc3ccccc3c2)c(=O)n(-c2ccccc2)n1C	i	14	0	853	4%
CCc1nnc(NC(=O)CSc2nnc(C(C)NC(=O)c3ccccc3F)n2C)s1 (stereo not drawn)	i	40	-8	770	-1%
O=C(CN1CCCCC1)Nc1nc(-c2ccc(F)c(F)c2)cs1	i	13	-6	712	-1%
Cc1ccc(NC(=O)N2CCCC2C(=O)NCc2ccccc2Cl)cc1 (stereo not drawn)	i	47	-2	857	-2%
Cc1cccc(C)c1N1C(=O)C(Cl)=C(N2CCCC2)C1=O	i	19	1	871	-2%
O=C(Nc1nnc(SCC(=O)N2CCOCC2)s1)C1CC(=O)N(c2ccccc2)C1 (stereo not drawn)	i	12	8	511	0%
CC(C)CN1C(=O)NC2(CCCc3ccccc32)C1=O (stereo not drawn)	i	74	3	642	-4%
COc1ccc(C(c2nnnn2C(C)(C)C)N2CCN(C(=O)c3ccco3)CC2)cc1 (stereo not drawn)	i	24	0	808	0%
Nc1nonc1-n1nnc(C(=O)N/N=C/c2cccs2)c1-c1ccc2c(c1)OCO2	i	17	-2	729	2%
O=C(NC1CC1)c1cccc(Oc2ccccc2)c1	i	55	9	810	-5%
C[C@H](NC(=O)c1nc[nH]c1C(=O)N1CCN(C(=O)OC(C)(C)C)CC1)C(=O)OCc1ccccc1	i	11	8	804	6%

Shown field by field: two of the compounds above.
CC(=O)c1cccc(NC(=O)CN2CCc3cc4c(cc3C2C)OCCCO4)c1 (stereo not drawn)
  T cell modulator: i | T cell modulator vesicle-bound %: 15 | Lipid droplet: 19 | Lipid droplet cells 6.5 µM: 762 | Salmonella PhoP GFP: 3%

O=C(Nc1nnc(SCC(=O)N2CCOCC2)s1)C1CC(=O)N(c2ccccc2)C1 (stereo not drawn)
  T cell modulator: i | T cell modulator vesicle-bound %: 12 | Lipid droplet: 8 | Lipid droplet cells 6.5 µM: 511 | Salmonella PhoP GFP: 0%

3 of the entries above in order of the T cell modulator vesicle-bound % value, largest number first.
SMILES	T cell modulator vesicle-bound %
Cc1c(C)n(Cc2ccccc2)c2ccc(C(=O)NCCCN3CCOCC3)cc12	60
Cc1ccc2c(c1)c(N=Nc1ccc([N+](=O)[O-])cc1)c(O)n2C	11
COc1ccc(N2CC(C(=O)Nc3nc4ccc(F)cc4s3)CC2=O)c(OC)c1 (stereo not drawn)	7

Compound profiles, from the list above. Order of screens: T cell modulator	T cell modulator vesicle-bound %	Lipid droplet	Lipid droplet cells 6.5 µM	Salmonella PhoP GFP
Cc1c(CCC(=O)NCCC(=O)O)c(=O)oc2cc3occ(-c4ccccc4)c3cc12 is listed with i	61	4	866	-5%
COc1ccc(OCc2cc(C(=O)NCCN3CCCC(O)C3)no2)c(Cl)c1 (stereo not drawn) is listed with i	70	-6	657	2%
CCOc1ccc(NC(=O)CCc2nnc3ccc(N4CCC5(CC4)OCCO5)nn23)cc1 is listed with i	17	2	696	2%
Cc1cc(C)cc(NC(=O)Cn2nnc(C(=O)NCc3ccccc3Cl)c2N)c1 is listed with i	26	4	699	11%

Source: PubChem (several laboratories)

An excerpt. The share of hits here may be higher or lower than overall.
